High-throughput results deposited in PubChem BioAssay by National Center for Advancing Translational Sciences (NCATS).
TDP1 cell CPT = qHTS for Inhibitors of human tyrosyl-DNA phosphodiesterase 1 (TDP1): qHTS in cells in presence of CPT; chicken DT40 Tdp1-/-;hTDP1 cells + 20 nM CPT, ATP luminescence, 48 h; Potency, µM (series often up to 46.2 µM), for inactives: top-dose activity change, negative = growth inhibition, hits mostly inhibitors; actives 12% (n = 420,000); also: nearly all actives have a fitted effect of over 55% in size
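Chicken DT40 Tdp1-/- cells complemented with human TDP1, 400 cells/well, exposed to compounds plus 20 nM camptothecin for at least 48 h at 37 C; viability read as ATP content by CellTiter-Glo luminescence.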
TDP1 cell noCPT = qHTS for Inhibitors of human tyrosyl-DNA phosphodiesterase 1 (TDP1): qHTS in cells in absence of CPT. DT40 Tdp1-/- hTDP1 cells, no CPT, ATP luminescence, 48 h. Potency, µM (doses to about 46.2 µM), for inactives: top-dose activity change, negative = growth inhibition, most hits filed as inhibitors. actives 15% (n = 420,000). AID 686978, 2013; also: nearly all actives have a fitted effect of over 55% in size
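Stably hTDP1-transfected Tdp1-null chicken DT40 cells were treated with library compounds minus camptothecin and grown for at least 48 hr at 37 °C, after which cellular ATP was quantified by luminescence.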
TDP1 inh = qHTS Assay for Inhibitors of Tyrosyl-DNA Phosphodiesterase (TDP1); Tyrosyl-DNA phosphodiesterase 1 (Homo sapiens), Q9NUW8; recombinant TDP1, AlphaScreen DNA substrate cleavage; Potency, µM (top dose mostly 130 µM), for the others: at the top dose activity change, negative = inhibition, hits mostly inhibitors; actives 0.28% (n = 350,000); AID 485290, 2010; also: nearly all actives have a fitted effect of over 40% in size
Target sequence (Q9NUW8 whole entry, looked up): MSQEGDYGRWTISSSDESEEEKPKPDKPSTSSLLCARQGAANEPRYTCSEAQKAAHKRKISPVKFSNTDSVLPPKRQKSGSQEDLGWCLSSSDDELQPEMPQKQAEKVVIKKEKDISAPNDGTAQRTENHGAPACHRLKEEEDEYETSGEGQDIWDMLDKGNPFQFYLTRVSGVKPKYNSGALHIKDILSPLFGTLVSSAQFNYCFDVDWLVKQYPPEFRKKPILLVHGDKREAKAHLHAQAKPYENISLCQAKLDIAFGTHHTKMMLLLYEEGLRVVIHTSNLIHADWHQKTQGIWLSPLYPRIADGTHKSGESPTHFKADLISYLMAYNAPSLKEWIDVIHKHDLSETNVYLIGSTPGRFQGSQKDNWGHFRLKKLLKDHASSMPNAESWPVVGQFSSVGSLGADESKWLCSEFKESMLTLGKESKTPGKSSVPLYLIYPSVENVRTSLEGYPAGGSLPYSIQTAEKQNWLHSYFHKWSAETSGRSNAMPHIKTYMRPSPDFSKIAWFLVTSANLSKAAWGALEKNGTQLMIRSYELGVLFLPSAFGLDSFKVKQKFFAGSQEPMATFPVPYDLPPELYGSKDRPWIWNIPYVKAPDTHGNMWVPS
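Tdp1 1 nM final; 15 min RT w/ cpd; substrate 15 nM, 5 min; beads 10 ug/ml, 10 min; AlphaScreen read. Neg ctrl: no enzyme.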
Starred values were filed as active, the others as inactive; ? = inconclusive; · = no result given; & = joins results of further samples; [ ] = remark or other dose. Calls follow the shape of the dose curve; as a rule, active = well fitted curve in the direction sought with a large enough effect; inconclusive = small, poorly fitted or top-dose-only effect, or another doubt; inactive = no such curve, though single readings can be large; an effect the other way counts as inactive or inconclusive. % is scaled to controls: 0 for no effect and ±100 for the full control effect; potency is read from the fitted curve at half-maximal effect. Not all compounds are listed; count on the stated rates, not on these rows.

SMILES	TDP1 cell CPT	TDP1 cell noCPT	TDP1 inh
Cc1nc2ccccc2c(=O)n1-c1ccc(Cl)cc1Cl	13µM*	23µM*	1%
Cc1ccc2c(c1)N(CCC(=O)N1CCC3(CC1)OCCO3)C(=O)C(C)O2 (stereo unspecified)	-7%	-22%	-6%
CCN(CC)C(=O)[C@@H]1C=C2c3cccc4[nH]cc(c34)C[C@H]2N(C)C1	40µM*	40µM*	·
CN(C)C(=O)Oc1ccc(NC(=O)N2CCOCC2)cc1	0%	16%	·
NCCc1c(Cc2ccccc2)[nH]c2ccccc12	-23%	?	·
CC(C)C[C@H](NC(=O)[C@H](Cc1ccccc1)NC(=O)CNC(=O)[C@H](CO)NC(=O)[C@@H](N)Cc1ccc(O)cc1)C(=O)N[C@H](C(=O)O)[C@H](C)O	-2%[4.12 µM]	2%[4.12 µM]	6%
CCC(=NCCO)c1c(O)n(C2CCCCC2)c(=O)[nH]c1=O	-30%	-21%	4%
CCCN1CCc2cccc3c2[C@H]1Cc1ccc(O)c(O)c1-3	-85%	?	·
COC(=O)C1=C(c2cccc(C#N)c2)C[C@@H]2CC[C@H]1N2C(=O)NCCNC(C)=O	-2%	5%	0%
O=c1[nH]c(=O)n(-c2cccc3ccccc23)c(O)c1C=NCCCn1ccnc1	0%	-11%	0%
Clc1ccc(OCC#CCN2CCOCC2)cc1	-16%	-5%	·
CCOC(=O)[C@]12Cc3c(cc(OC)c(OC)c3OC)[C@H]1N(C1CCCCC1)C(=O)c1ccccc12	2.9µM*	3.7µM*	·
CC(Cc1ccccc1)NC=O (stereo unspecified)	26%&19%	3%&-18%	6%
C[N+](C)(C)CC#CCOC(=O)Nc1cccc(Cl)c1	?	?	8%
NCC(CC(=O)O)c1ccc(Cl)cc1 (stereo unspecified)	-8%&0%&4%	-15%&3%&-7%	2%
COC(=O)C1=C(c2ccccc2OCc2ccccc2)C[C@@H]2CC[C@H]1N2C(=O)NCCOc1ccc(OC)cc1	?	?	3%
CCC1(OC(=O)c2ccccc2)CC(C)N(C)CC1C (stereo unspecified)	8%	1%	2%
Cc1ccc(S(=O)(=O)N(C)C[C@H]2Oc3ncc(Br)cc3C(=O)N([C@H](C)CO)C[C@@H]2C)cc1	-30%	23µM*	·
CCN(CC)CCCNC(=O)c1c(O)c2ccccc2n(Cc2ccccc2)c1=O	18µM*	23µM*	1%
CCC1(CC)C(=O)NC(=O)NC1=O	2%	19%	3%
COc1ccccc1CN1CCN(C(=O)COc2ccc3ccccc3c2)CC1	?	-15%	6%
CCN(CC)S(=O)(=O)c1ccc(NN=C(C#N)C#N)cc1	?	?	0%
O=C(CNC(=O)c1ccccc1Cl)Nc1ccc(Br)cc1C(=O)c1ccccc1	18µM*	18µM*	3%
O=C(C[C@@H]1C[C@@H]2c3cc(NS(=O)(=O)c4ccc(F)cc4)ccc3O[C@@H]2[C@H](CO)O1)N1CCc2ccccc2C1	?	-22%	·
C[C@H]1CC[C@@H]2N(C1)C[C@H]1[C@@H]3C[C@H]4[C@@H](CC(=O)[C@H]5C[C@@H](O)CC[C@@]54C)[C@@H]3CC[C@H]1[C@]2(C)O	-10%&16%	?	11%
O=C1NC(=S)N(c2ccc(F)cc2)C(=O)/C1=C/c1ccccc1O	?	-12%	·
O=C(c1ccccc1)c1ccc2nc(N3CCN(c4ccc(F)cc4)CC3)c3nncn3c2c1	7.3µM*	8.2µM*	2%[12.3 µM]
OC(CC#CCN1CCCCCC1)(c1ccccc1)C1CCCC1 (stereo unspecified)	?	?	4%
Cc1[nH]c2ccc(OCc3ccccc3)cc2c1CCN	15µM*	13µM*	·
COc1cc2c(cc1OC)C(C(=O)NCCC(C)C)C1CCCCN1C2=O (stereo unspecified)	-3%	-1%	0%
COC(=O)C1=C(c2cccc(C#N)c2)C[C@@H]2CC[C@H]1N2C(=O)NC1CC1	-26%	-11%	0%
COc1cc(/C=N/NC(=O)Cn2c([N+](=O)[O-])cnc2C)ccc1OC(=O)N(C)C	7%	-6%	3%
O=C1NC(=S)N(c2ccc(F)cc2)C(=O)/C1=C\c1ccoc1	1%	-14%	·
C[C@]12CCC3=C4CCC(=O)C=C4CC[C@H]3C1CC[C@@H]2O (stereo partly specified)	9%	?	·
Fc1ccc2c(c1)nnn2C1CCN(Cc2c(Cl)cccc2Cl)CC1	18µM*	18µM*	4%[56.1 µM]
O=C(Nc1ccc(Br)cc1)c1ccc(F)c(S(=O)(=O)N2CCCc3ccccc32)c1	12µM*	8.2µM*	8%
COC(=O)C1=C(c2ccc(OCc3ccccc3)cc2)C[C@@H]2CC[C@H]1N2C(=O)NCc1ccc2[nH]ccc2c1	?	?	·
O=c1[nH]c(O)c(N=Nc2cccc(S(=O)(=O)N3CCOCC3)c2)c(=O)[nH]1	-10%	16%	-1%
O=C(CCN1CCN(c2ccccc2)CC1)c1ccc(Br)cc1	9.2µM*	5.8µM*	·
C[C@]12C=CC(=O)C=C1CC[C@@H]1[C@@H]2CC[C@@]2(C)[C@H]1CC[C@]2(C)O	?	19µM*	6%
CC(=O)N1CN2CN(C(C)=O)CC(C(=O)c3ccc(Br)cc3)(C2)C1	12%	10%	0%
CCn1c(C)nc2cc(S(=O)(=O)Nc3ccc(C)cc3)ccc21	?	?	5%
CC1C(=O)OC2O[C@]3(C)CC[C@H]4C(C)CCC1[C@]24OO3 (stereo partly specified)	7.3µM*	1.2µM*	9%[56.1 µM]
COc1ccc(OC)c(C2=NOC(C(=O)N3CCC4(CC3)OCCO4)C2)c1 (stereo unspecified)	-5%	-37%	5%
CC1CCN(C(CC(=O)c2ccccc2)C(=O)c2ccccc2)CC1 (stereo unspecified)	2.6µM*	2.1µM*	·
CCOC(=O)N1CCC(NC(=O)CCc2nc(C3=CCN(C)CC3)no2)CC1	-9%&9%	-10%&-13%	10%
CN1/C(=C\C=C2C(=O)NC(=S)NC2=O)C(C)(C)c2ccccc21	?	?	-1%
COC(=O)C1=C(c2ccc(-c3ccccc3)c(F)c2)C[C@@H]2CC[C@H]1N2C(=O)NCCOc1ccccc1Cl	?	?	1%
CCCCCCCCCCCCCCCCOC[C@@H](COP(=O)([O-])OCC[N+](C)(C)C)OC(C)=O	?	?	4%&5%
CCC(=O)Nc1ccc(C(=O)OCc2ccccc2Cl)cc1	?	?	-3%
COc1nc(NCC2CCCO2)nc(N2CC3CC(C2)c2cccc(=O)n2C3)n1 (stereo unspecified)	-10%	-1%	-8%
CC12CN3CC(C)(CN(C1)C3c1cccs1)C2O (stereo unspecified)	10%	1%	9%
CCN(CCCl)Cc1ccccc1Br	16µM*	?	5%[56.1 µM]
COc1ccc(C(c2nnnn2-c2ccc(OC)cc2)N2CCC3(CC2)C(=O)NCN3c2ccccc2)cc1 (stereo unspecified)	?	?	·
O=C1C=CC2C3C(=O)N(c4ccccc4)C(=O)C3C1N2Cc1ccccc1 (stereo unspecified)	2.1µM*	2.3µM*	·
CCn1c(O)c(/C=N/N2CCOCC2)c(=O)n(CC)c1=S	-10%	-2%	5%
Cn1c(O)c(C(=O)c2ccccc2F)c(=O)n(C)c1=O	-7%	7%	-8%
COP(=O)(OC)/C(C=O)=N/Nc1ccc([N+](=O)[O-])cc1	-18%	1%	6%
Cc1nc2nc(SCC(=O)N3CCC4(CC3)OCCO4)nn2c(C)c1Cc1ccccc1	0%	-20%	2%
CC(C)CCOP(=O)(c1ccc(N(C)C)cc1)C(O)c1ccccc1 (stereo unspecified)	?	?	·

In a second layout: 18 of the compounds above
| Structure | TDP1 cell CPT | TDP1 cell noCPT | TDP1 inh |
| --- | --- | --- | --- |
| CCCN1CCc2cccc3c2[C@H]1Cc1ccc(O)c(O)c1-3 | -85% | ? | · |
| COC(=O)C1=C(c2cccc(C#N)c2)C[C@@H]2CC[C@H]1N2C(=O)NCCNC(C)=O | -2% | 5% | 0% |
| O=c1[nH]c(=O)n(-c2cccc3ccccc23)c(O)c1C=NCCCn1ccnc1 | 0% | -11% | 0% |
| Clc1ccc(OCC#CCN2CCOCC2)cc1 | -16% | -5% | · |
| CCOC(=O)[C@]12Cc3c(cc(OC)c(OC)c3OC)[C@H]1N(C1CCCCC1)C(=O)c1ccccc12 | 2.9µM* | 3.7µM* | · |
| CC(Cc1ccccc1)NC=O (stereo unspecified) | 26%&19% | 3%&-18% | 6% |
| C[N+](C)(C)CC#CCOC(=O)Nc1cccc(Cl)c1 | ? | ? | 8% |
| NCC(CC(=O)O)c1ccc(Cl)cc1 (stereo unspecified) | -8%&0%&4% | -15%&3%&-7% | 2% |
| COC(=O)C1=C(c2ccccc2OCc2ccccc2)C[C@@H]2CC[C@H]1N2C(=O)NCCOc1ccc(OC)cc1 | ? | ? | 3% |
| CCC1(OC(=O)c2ccccc2)CC(C)N(C)CC1C (stereo unspecified) | 8% | 1% | 2% |
| Cc1ccc(S(=O)(=O)N(C)C[C@H]2Oc3ncc(Br)cc3C(=O)N([C@H](C)CO)C[C@@H]2C)cc1 | -30% | 23µM* | · |
| CCN(CC)CCCNC(=O)c1c(O)c2ccccc2n(Cc2ccccc2)c1=O | 18µM* | 23µM* | 1% |
| CCC1(CC)C(=O)NC(=O)NC1=O | 2% | 19% | 3% |
| COc1ccccc1CN1CCN(C(=O)COc2ccc3ccccc3c2)CC1 | ? | -15% | 6% |
| CCN(CC)S(=O)(=O)c1ccc(NN=C(C#N)C#N)cc1 | ? | ? | 0% |
| O=C(CNC(=O)c1ccccc1Cl)Nc1ccc(Br)cc1C(=O)c1ccccc1 | 18µM* | 18µM* | 3% |
| O=C(C[C@@H]1C[C@@H]2c3cc(NS(=O)(=O)c4ccc(F)cc4)ccc3O[C@@H]2[C@H](CO)O1)N1CCc2ccccc2C1 | ? | -22% | · |
| C[C@H]1CC[C@@H]2N(C1)C[C@H]1[C@@H]3C[C@H]4[C@@H](CC(=O)[C@H]5C[C@@H](O)CC[C@@]54C)[C@@H]3CC[C@H]1[C@]2(C)O | -10%&16% | ? | 11% |

Additional records follow.
SMILES	TDP1 cell CPT	TDP1 cell noCPT	TDP1 inh
CCCCCCC(C)(C)c1ccc([C@@H]2C[C@H](O)CC[C@@H]2CCCO)c(O)c1	19µM*	3µM*	20%[56.1 µM]
O=c1[nH]c(N2CCN(Cc3ccc4c(c3)OCO4)CC2)nc2c1CCC2	?	-34%	2%
COc1cc([C@@H]2c3cc4c(cc3[C@H](OC(C)=O)[C@H]3COC(=O)[C@@H]23)OCO4)cc(OC)c1OC	1.1µM*	1.1µM*	1%
N=Cc1c(O)n(-c2ccc(C34CC5CC(CC(C5)C3)C4)cc2)c(=O)[nH]c1=O	14%	5%	-3%
COc1ccc(CCNCc2ccccc2F)cc1OC	-14%	-17%	2%
CN1C(=O)C(=Cc2coc3ccccc3c2=O)C(=O)N(C)C1=O	?	23µM*	0%
COc1cc(CNCCc2ccc3c(c2)OCO3)ccc1O	3%	0%	·
CCOP(=O)(OCC)/C(C#N)=C/c1ccc(Br)cc1	-5%	-24%	9%
COc1ccc(CCn2c(O)c(C=NCCN3CCCCC3)c(=O)[nH]c2=O)cc1OC	3%	9%	1%
CN1CCN(c2ncnc(Cl)c2N)CC1	24%	-5%	3%
CCOC(=O)c1sc(/N=C/c2c(O)n(-c3cccc(C)c3)c(=O)[nH]c2=O)c(C#N)c1C	2%	-3%	-4%
CC1OC(OC2C=C3CCC4C(CCC5(C)C(c6ccc(=O)oc6)CCC45O)C3(C)CC2)C(O)C(OC2OC(CO)C(O)C(O)C2O)C1O (stereo unspecified)	0.16µM*	0.18µM*	·
CN1CCN(c2cc([N+](=O)[O-])ccc2Cl)CC1	-2%	-8%	-5%
C=CCN1C(=O)/C(=C/c2ccc(Br)s2)C(=O)NC1=S	?	21µM*	·
CN1CCc2c(C#N)c(Cl)nc(Cl)c2C1	?	?	-2%
O=CC1=C(N2CCOCC2)/C(=C\c2ccccc2)CC1	?	?	5%
CCCC1=C(C(=O)OCC)C2(C(=O)Nc3ccccc32)C(C#N)=C(N)O1 (stereo unspecified)	?	-23%	2%
CC(=O)N1CN(C(C)=O)CN(C(C)=O)C1	-2%	20%	3%
COc1cc(CN2CCN(C(=O)COc3ccccc3)CC2)cc(OC)c1OC	-5%	-10%	-2%
COc1ccc(CCn2c(O)c(C=NCCCO)c(=O)[nH]c2=O)cc1OC	-17%	-12%	0%
OC(CNCCc1c[nH]c2ccccc12)c1ccccc1 (stereo unspecified)	-12%	-14%	12%
O=Cc1cn(Cc2ccc([N+](=O)[O-])cc2)c2ccccc12	?	?	5%
CCn1cc(CN2CCCC(C(=O)c3cccc(C(F)(F)F)c3)C2)cn1 (stereo unspecified)	?	?	·
CCC(CC)NC1CCCCC1OC (stereo unspecified)	25%	-15%	0%
